# Source: PubChem BioAssay (several laboratories)
# GRK2 inh: compounds blocking aptamer binding on GRK2 – biochemical, human GRK2, bead flow cytometry, HTS, primary screen | FAM-aptamer displacement from GRK2 | inhibition of aptamer binding, % at 10 µM | 330,000 tested, 0.59% active;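 active = inhibition of aptamer binding above 40%, roughly 3 SD of noise, on plates passing a quality check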;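 also: median bead fluorescence of bound FAM aptamer so fluorescent compounds give negative values; no value below 0 was filed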
# GASC-1 inh: inhibitors of GASC-1 histone demethylase, primary screen, biochemical, fluorescence, DELFIA europium; Lysine-specific demethylase 4C (Homo sapiens), Q9H3R0; GST-JMJD2C(1-420) H3K9me3 demethylation; inhibition, % at 2.35 µM; 330,000 tested, 0.069% active; AID 2099, 2009;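 active = more than half of a compound's replicate wells show inhibition beyond 50%, single wells judged on their own value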;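 also: signal counts dimethyl H3K9 product captured on neutravidin plate; 0% = median of DMSO wells and 100% = 0.3 times that DMSO median; strong numbers were not always called active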
# PP1 inh: PP1-alpha phosphatase inhibitors, primary screen, counter-screen for PP5 inhibitor project, biochemical, fluorescence, OMFP substrate, single point | purified PP1alpha | inhibition, % at 6.7 µM | 320,000 tested, 0.9% active | AID 2235, 2010;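 active = inhibition above the mean inhibition of all tested compounds plus 3 SD, computed separately for each screening campaign, cut at about 15% in these data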
# Target sequence (P62136 whole entry, looked up): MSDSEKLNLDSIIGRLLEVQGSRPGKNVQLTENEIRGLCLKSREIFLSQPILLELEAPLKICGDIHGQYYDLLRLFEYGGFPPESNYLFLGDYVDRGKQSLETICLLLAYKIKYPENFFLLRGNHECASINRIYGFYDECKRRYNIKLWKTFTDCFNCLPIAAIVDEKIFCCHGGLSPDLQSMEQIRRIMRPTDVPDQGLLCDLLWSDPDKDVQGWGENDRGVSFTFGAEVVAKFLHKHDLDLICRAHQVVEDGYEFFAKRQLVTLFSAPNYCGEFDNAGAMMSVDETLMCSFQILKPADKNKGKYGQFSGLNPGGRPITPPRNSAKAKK
# proCasp7 act: procaspase-7 activators, primary screen, counter-screen for procaspase-3 activator project, biochemical, absorbance, HTS, human; recombinant procaspase-7, Ac-DEVD-pNA absorbance 405 nm; D23A/D198A/D206A triple mutant, cannot self-cleave; scale: DMSO 0, 5 µM enzyme 100; activation, % at 8.5 µM; 330,000 tested, 0.093% active;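 active = percent activation above the screen-wide mean plus 3 SD, cut at about 25% in these data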
# Target sequence (P55210 whole entry D23A/D198A/D206A): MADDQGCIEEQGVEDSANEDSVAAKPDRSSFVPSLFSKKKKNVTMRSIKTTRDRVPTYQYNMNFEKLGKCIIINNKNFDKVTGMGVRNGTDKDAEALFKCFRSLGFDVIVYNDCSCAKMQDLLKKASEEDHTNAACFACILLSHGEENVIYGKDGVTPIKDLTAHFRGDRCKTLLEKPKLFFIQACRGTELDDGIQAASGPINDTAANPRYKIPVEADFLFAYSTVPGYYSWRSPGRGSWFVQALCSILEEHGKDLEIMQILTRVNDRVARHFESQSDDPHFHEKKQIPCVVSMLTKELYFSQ
#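 Assay system: Uncleavable procaspase-7 mutant enzyme / Input: 2 µM procaspase-7 mutant as dispensed / Dosing: single nominal 8.5 µM compound dose, 0.8% DMSO final / Timing: 1 h enzyme–compound preincubation and 2 h substrate reaction, both 25 °C / Detection: p-Nitroaniline absorbance at 405 nm, read at 0 and 120 min / Replication: singlicate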
# CTSL1 counter: Fasciola hepatica cathepsin L1 inhibitors, primary screen, counter-screen for PFM18AAP inhibitor project, biochemical, QFRET, fluorogenic peptide substrate. recombinant F. hepatica cathepsin L1, Z-Leu-Arg-MCA fluorescence. inhibition, % at 5.96 µM. 300,000 tested, 0.49% active;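 active = inhibition above the mean of all tested compounds plus 3 SD, set per screening campaign, cut at about 17% in these data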;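 also: 0% = plate median of test compound wells and 100% = 1 µM Z-Phe-Ala-diazomethylketone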
# VLA-4 inh: inhibition in human VLA-4 binding assay, primary screen, VLA-4 allosteric modulator project, MLPCN library, flow cytometry, VLA-4 expressing cells. Integrin alpha-4 (Homo sapiens), P13612. ligand binding flow cytometry. inhibition, % (about 7 µM as worked out from the volumes in the protocol). 330,000 tested, 0.2% active. AID 2557, 2010; in the data active = inhibition above about 50%
# HCV core dimer: inhibitors of HCV core protein dimerization, primary screen, biochemical, TR-FRET, high-throughput; TR-FRET GST/Flag-core106 dimerization, 1536-well; inhibition, % at 5 µM; 300,000 tested, 0.33% active; AID 1899, 2009;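 active = inhibition above the mean of all tested compounds plus 3 SD, set per screening campaign, cut at about 45% in these data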
#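 System: GST/Flag-tagged HCV core106 proteins. Incubation: compound-protein-antibody incubation 4 h at 22.5 °C. Technique: HTRF with 340 nm excitation, 617/671 nm emission. Medium: KF-containing HEPES buffer, pH 7.45, DTT, CHAPS, BSA. Read-out: inhibition (%) from 671 over 617 nm ratio. Also added: Eu(K)-anti-GST 90 ng/mL plus XL665-anti-Flag 1 µg/mL.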
# PP5 inh: PP5 phosphatase inhibitors, primary screen, biochemical, fluorescence | Serine/threonine-protein phosphatase 5 (Homo sapiens), P53041 | purified PP5c, OMFP substrate fluorescence | inhibition, % at 6.7 µM | 320,000 tested, 0.18% active | AID 1987, 2009;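 active = inhibition above the campaign's mean inhibition across all tested compounds plus 3 SD, cut at about 9.5% in these data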;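 also: 0% = DMSO only and 100% = 100 µM cantharidin control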
# procasp3 activ: activators of human procaspase-3 D3A mutant, primary screen, biochemical, absorbance, PC-3 D3A mutant, single concentration | Caspase-3 (Homo sapiens), P42574 | recombinant procaspase-3 D3A, Ac-DEVD-pNA absorbance 405 nm | activation, % at 8.5 µM | 330,000 tested, 0.11% active | AID 463141, 2010;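 active = activation above the mean of all tested compounds plus 3 SD, cut at about 21% in these data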;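 also: 0% = DMSO alone and 100% = DMSO wells spiked with extra 5 µM PC-3 D3A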
# Target sequence (P42574 whole entry D9A/D28A/D175A): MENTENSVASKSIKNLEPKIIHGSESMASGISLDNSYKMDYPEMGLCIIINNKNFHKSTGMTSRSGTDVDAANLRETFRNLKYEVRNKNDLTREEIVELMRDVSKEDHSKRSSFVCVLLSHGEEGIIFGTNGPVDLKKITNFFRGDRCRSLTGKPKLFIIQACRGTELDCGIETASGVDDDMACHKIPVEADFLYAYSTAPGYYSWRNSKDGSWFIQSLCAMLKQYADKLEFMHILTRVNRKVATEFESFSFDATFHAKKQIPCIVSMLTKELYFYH
#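 Assay system: Procaspase-3 D3A mutant, all three cleavage aspartates alanine. Buffer or medium: Zinc-free HEPES saline buffer with Triton X-100. Times: 1 h compound preincubation, 2 h substrate hydrolysis at 25 °C. Measured by: 405 nm absorbance of p-nitroaniline, reads at 0 and 120 min. Read-out basis: percent activation relative to control range. Replicates: singlicate.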
# * = called active by the depositor; . = not tested or not shown; & = joins results of further samples.
SMILES,GRK2 inh,GASC-1 inh,PP1 inh,proCasp7 act,CTSL1 counter,VLA-4 inh,HCV core dimer,PP5 inh,procasp3 activ
CC(Sc1nnc(COc2ccc(Cl)cc2)n1Cc1ccco1)C(=O)N1CCNC1=O (stereo not given),3,.,-2,-11,.,2,.,0.9,-2
CN(CC(=O)Nc1ccccc1Cl)C(=O)COC(=O)c1ccc([N+](=O)[O-])cc1Cl,2,8,4,1,-1,0,-1,-2.0,3
Cc1ccc(C(=O)NC(C)c2ccc(-n3ccnc3)cc2)o1 (stereo not given),0,11,-1,1,0,13,-1,1.9,0
O=C1Nc2ccccc2C(=O)N2[C@H](c3ccc(F)cc3)[C@@H]3C(=O)N(Cc4ccccc4)C(=O)[C@@H]3[C@H]12,1,0,-5,-2,-3,9,-14,0.2,7
COc1ccc(C2/C(=C(/O)c3ccc(Br)cc3)C(=O)C(=O)N2C)cc1OC (stereo not given),0,-11,4,-33,-5,3,-5,2.4,-7
CCc1nc(C)c(C#N)c2cc(OC)c(OC)cc12,0,5,-10,10,-2,11,3,1.2,3
CCC(=O)Nc1ccc(Cl)c(NC(=O)c2c(OC)cccc2OC)c1,4,31,-1,-8,-5,29,-3,0.9,-5
COc1ccc(C)cc1NC(=O)NCCC1=CCCCC1,0,-12,3,5,-5,8,-2,3.0,-5
O=C(Cn1c(=O)c2ccccc2n(CC(=O)N2CCCCC2)c1=O)N1CCCCC1,4,-1,3,-8,-5,0,-1,0.6,-4
CC(CCc1ccccc1)NC(=O)COC(=O)C1CCC(C(C)(C)C)CC1 (stereo not given),5,-2,1,10,4,37,1,1.4,5
CN1C(=S)SC(/[N+]([O-])=C\c2ccco2)C1(C)C (stereo not given),2,6,-2,3,-1,16,-7,-0.2,0
COc1ccc(N2CC(C(=O)Nc3ccc(S(=O)(=O)N4CCOCC4)cc3)CC2=O)cc1 (stereo not given),1,2,-2,7,-1,9,-1,-2.5,2
CCOC(=O)c1nc2ccccc2c(C)c1C,1,0,-2,11,3,1,0,1.3,12
O=C(COc1cccc(C(F)(F)F)c1)Nc1ccc(S(=O)(=O)N2CCCC2)cc1,0,2,2,-2,0,21,-4,7.0,-10
O=C(N/N=C/c1cccc([N+](=O)[O-])c1)c1cccc(Br)c1,0,27,-3,-3,-4,9,-11,4.2,7
C=CCN1C(=O)C(=O)N(CC(=O)c2ccc3c(c2)CCCC3)C1=O,6,0,4,13,.,-3,.,0.5,7
O=C(NCCc1ccccc1)c1ccc(=O)oc1,2,20,8,-6,-1,0,10,-2.3,-9
COc1ccccc1OCC(=O)NNC(=O)C1CCN(c2ncnc3sc(C)c(C)c23)CC1,0,1,-7,6,.,6,.,-0.1,2
Cc1ccccc1NC(=O)N1CCN(S(=O)(=O)c2ccccc2)CC1,0,8,-3,5,2,-12,-4,3.0,-3
CCCCn1c(=O)n(CC(=O)Nc2c(CC)cccc2CC)c(=O)c2c1nc(CO)n2CCC,0,-15&1,1,0,2,8,-8,2.0,2
CC(C)CC(c1nnnn1C1CCCC1)N1CCN(c2ccccc2F)CC1 (stereo not given),1,-7&5,7,4,-2,4,0,2.0,-2
CCOc1ccc(N2C(=O)S/C(=C\c3ccc(O)c(OC)c3)C2=O)cc1,0,-7,-1,-20,3,3,0,1.1,-11
CCOC(=O)N1CCN(S(=O)(=O)N2CCCC(C(=O)NC(C)c3ccccc3)C2)CC1 (stereo not given),0,11,-2,6,-3,15,-7,4.3,2
CCOC(=O)c1c(O)cc(C)cc1Nc1ccccc1,0,5,0,-4,-1,2,1,1.9,1
NC(=O)c1nsc(C(=O)N(c2ccccc2)C(C(=O)NCC2CCCO2)c2ccc3ncccc3c2)c1N (stereo not given),6,-3,-3,-4,2,-9,-14,2.2,4
CCOC(=O)[C@@H]1[C@H]2COc3ccccc3[C@H]2N2C(=O)N(c3cccc(F)c3)C(=O)[C@]12C,2,13,-2,-3,0,4,7,0.6,2
CC1CCC(NC(=O)C(NC(=O)c2ccccc2)C(C)C)CC1 (stereo not given),2,.,3,12,-4,-16,-1,-1.3,12
COc1cccc(/C=N/n2c(-c3ccco3)nc3ccccc3c2=O)c1,2,26,0,-1,-1,-8,2,4.4,-6
Cc1ccccc1NC(=O)C1CCN(C(=O)N2CCOc3ccccc32)CC1,0,-5,2,-16,-6,-6,9,0.5,-9
COCCNC(=O)CNS(=O)(=O)c1ccc2nc(C)sc2c1,2,-1,-3,1,4,12,0,-0.7,1
COc1cccc(NC(=O)CN(C)C(=O)c2cc(C)on2)c1,0,0,-10,1,1,8,3,1.7,7
CCOc1ccc2nc(NC(=O)CCC(=O)c3cccs3)sc2c1,3,7,1,-5,-4,-2,15,2.8,3
COC(=O)[C@@H](Cc1ccccc1)NC(=O)Cn1cnc2c(SC)nc(N)nc21,0,-50,.,7,.,36,.,.,9
C=CCn1c(O)c(C=Nc2ccccc2)sc1=S,6,-2,-1,-16,0,-8,4,3.0,-6
COc1ccc(CCNC(=O)CN(c2cccc([N+](=O)[O-])c2)S(C)(=O)=O)cc1OC,1,7,-3,5,-4,4,-1,-3.1,-3
COc1ccc(S(=O)(=O)N2CCOCC2)cc1NC(=O)c1cc2c(s1)CCCC2,0,9,0,0,0,5,-5,1.5,-6
N#Cc1c(N2CCCCC2)nc(N)c2c(N)nc(SCC(=O)O)cc12,0,66*,0,-24,2,2,-6,13*,-21
CC(C)(C)C(=O)Nc1cc2c3c(c1)CCN3C(=O)CC2,5,6,-4,6,-7,8,5,-0.8,10
COc1ccc2c(C#N)c3ccccn3c2c1,0,4,-3,0,-1,-2,-9,0.3,6
O=C(COc1cccc2ccccc12)N1CCN(c2ccccn2)CC1,1,-4,-3,7,-1,7,2,7.7,-2
Cc1cc(C)n(C(=O)c2cc(F)c(F)cc2C)n1,1,-1,-3,9,1,1,2,0.9,3
Cn1cccc1Cc1nnc(SCC(=O)NCC2CCCO2)n1C (stereo not given),0,-10,-2,-8,0,3,-1,2.8,0
COc1ccc(-c2nnc(NC(=O)C3CCCN3S(=O)(=O)c3cccs3)o2)cc1 (stereo not given),1,-3,-1,8,-1,0,1,1.4,3
COc1ccc(NC(=O)C2CCN(S(=O)(=O)c3cccc4nonc34)CC2)cc1OC,5,14,-5,-4,-4,-14,0,-1.9,4
Cc1ccnc(NC(=O)CCC(=O)N(CC(=O)NCc2ccccc2)Cc2ccc(F)cc2)c1,0,-48,3,4,4,-7,-15,-1.5,1
Cc1ccc(C)c(OCCC(=O)OCC(=O)Nc2ccc(Cl)cn2)c1,0,188,1,0,-19,-1,3,1.5,-2
CC1(C)Cc2ccccc2C2=NNC(=O)C2=N1,2,19,-4,8,-1,23,-24,0.2,4
Cc1ccc(C(=O)OCC(=O)Nc2ccc3[nH]c(=O)[nH]c3c2)cc1[N+](=O)[O-],0,3,-3,-3,-7,5,-1,-2.1,1
COc1ccc(NC(=O)C2CCN(C(=O)NCc3ccccc3)CC2)cc1,2,9,-3,5,-2,10,-1,0.3,-2
Cc1c(N=Nc2ccc(O)cc2)c(=O)n(-c2ccccc2)n1C,0,-15,1,5,2,7,-2,0.2,-14
COc1ccc(C(=O)COC(=O)C2CCN(S(=O)(=O)c3cccc4cccnc34)CC2)cc1,0,-1,4,-13,-3,9,1,5.3,-5
Cn1nnnc1SCC(=O)N(C1CCCCC1)C1CCCCC1,0,-5,-2,0,-3,-6,6,3.4,-2
Cc1ccc(C(=O)OCC(=O)Nc2cc(S(=O)(=O)N3CCOCC3)ccc2C)cc1,0,-8,6,-3,-6,15,-2,0.5,0
COc1cc(NC(=O)COc2ccccc2C)ccc1NC(=O)c1ccco1,51*,2,1,6,-4,-1,13,1.6,1

# Already shown: 14 of the compounds above.
SMILES,GRK2 inh,GASC-1 inh,PP1 inh,proCasp7 act,CTSL1 counter,VLA-4 inh,HCV core dimer,PP5 inh,procasp3 activ
CC(C)(C)C(=O)Nc1cc2c3c(c1)CCN3C(=O)CC2,5,6,-4,6,-7,8,5,-0.8,10
COc1ccc2c(C#N)c3ccccn3c2c1,0,4,-3,0,-1,-2,-9,0.3,6
O=C(COc1cccc2ccccc12)N1CCN(c2ccccn2)CC1,1,-4,-3,7,-1,7,2,7.7,-2
Cc1cc(C)n(C(=O)c2cc(F)c(F)cc2C)n1,1,-1,-3,9,1,1,2,0.9,3
Cn1cccc1Cc1nnc(SCC(=O)NCC2CCCO2)n1C (stereo not given),0,-10,-2,-8,0,3,-1,2.8,0
COc1ccc(-c2nnc(NC(=O)C3CCCN3S(=O)(=O)c3cccs3)o2)cc1 (stereo not given),1,-3,-1,8,-1,0,1,1.4,3
COc1ccc(NC(=O)C2CCN(S(=O)(=O)c3cccc4nonc34)CC2)cc1OC,5,14,-5,-4,-4,-14,0,-1.9,4
Cc1ccnc(NC(=O)CCC(=O)N(CC(=O)NCc2ccccc2)Cc2ccc(F)cc2)c1,0,-48,3,4,4,-7,-15,-1.5,1
Cc1ccc(C)c(OCCC(=O)OCC(=O)Nc2ccc(Cl)cn2)c1,0,188,1,0,-19,-1,3,1.5,-2
CC1(C)Cc2ccccc2C2=NNC(=O)C2=N1,2,19,-4,8,-1,23,-24,0.2,4
Cc1ccc(C(=O)OCC(=O)Nc2ccc3[nH]c(=O)[nH]c3c2)cc1[N+](=O)[O-],0,3,-3,-3,-7,5,-1,-2.1,1
COc1ccc(NC(=O)C2CCN(C(=O)NCc3ccccc3)CC2)cc1,2,9,-3,5,-2,10,-1,0.3,-2
Cc1c(N=Nc2ccc(O)cc2)c(=O)n(-c2ccccc2)n1C,0,-15,1,5,2,7,-2,0.2,-14
COc1ccc(C(=O)COC(=O)C2CCN(S(=O)(=O)c3cccc4cccnc34)CC2)cc1,0,-1,4,-13,-3,9,1,5.3,-5
